MBD2 inh – inhibitors of MBD2 binding to methylated DNA, primary screen, biochemical, TR-FRET, DNA-binding domain, human | Methyl-CpG-binding domain protein 2 (Homo sapiens), Q9UBB5 | MBD2 binding to methylated oligonucleotide | inhibition, % at 4.4 µM | 370,000 compounds, 0.31% hits; in the data active means inhibition above about 13%
Rev-erbA mod – modulators of Rev-erb alpha DNA binding, primary screen, biochemical, FITC-DNA, fluorescence polarization, uHTS; 370,000 compounds, 0.79% hits; AID 1259318, 2017; Rev-erbα–FITC-DNA binding, 90 min; activity, % at 10 µM; Nuclear receptor subfamily 1 group D member 1 (Homo sapiens), P20393;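 active means activity above about 14%, limit read from the data; passing the limit was not always enough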;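 further: 0% = DMSO wells with 35 nM protein and 100% = DMSO wells with 750 nM protein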
PG9 binder – binders of HIV-1 gp120 antibody PG9, primary screen, biochemical, TR-FRET; TR-FRET gp120-PG9 antibody binding; inhibition, % at 6.7 µM; 360,000 compounds, 0.43% hits; AID 624416, 2012; in the data active means inhibition above about 8.5%
HTRA1 inh – HTRA1 serine protease inhibitors, primary screen, biochemical, fluorescence polarization, HTS; Q92743; inhibition, % at 5.96 µM; recombinant HTRA1, FP-rhodamine activity-based probe; AID 504803, 2011; 340,000 compounds, 0.5% hits; in the data active means inhibition above about 36%;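 further: 0% = enzyme with DMSO and 100% = wells lacking enzyme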
rCAG RNA binder – binders of r(CAG) RNA repeats, primary screen, biochemical, fluorescence | r(CAG) RNA repeat, TO-PRO-1 dye displacement fluorescence | inhibition, % at 3 µM | 370,000 compounds, 1.3% hits | AID 651821, 2012;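 active means inhibition above the plate cutoff, the mean of all test compounds on that plate plus 3 SD, cut at about 35% in these data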;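 further: 0% = DMSO alone and 100% = 100 µM mitoxantrone as full dye displacement; higher means more dye released from RNA so lower well fluorescence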
mABHD4 FP – ABHD4 inhibitors, primary screen, biochemical, fluorescence polarization, mouse; (Lyso)-N-acylphosphatidylethanolamine lipase (Mus musculus), Q8VD66; purified mABHD4, FP-Rh probe fluorescence polarization; inhibition, % at 8.92 µM; 370,000 compounds, 0.54% hits;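 active means inhibition exceeding the mean over every tested compound plus 3 SD, cut at about 30% in these data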;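 further: 0% = plate median of compound wells and 100% = S159A mutant with DMSO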
Target sequence (Q8VD66 whole entry, looked up): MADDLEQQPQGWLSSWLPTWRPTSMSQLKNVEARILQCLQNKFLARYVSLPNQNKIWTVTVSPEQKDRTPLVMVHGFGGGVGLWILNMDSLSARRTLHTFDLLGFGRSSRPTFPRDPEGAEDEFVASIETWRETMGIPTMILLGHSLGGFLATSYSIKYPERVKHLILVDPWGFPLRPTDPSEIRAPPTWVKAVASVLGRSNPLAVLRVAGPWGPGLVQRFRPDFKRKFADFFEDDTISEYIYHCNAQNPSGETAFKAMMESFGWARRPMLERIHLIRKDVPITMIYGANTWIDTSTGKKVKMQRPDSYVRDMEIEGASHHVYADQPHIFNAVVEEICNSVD
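Assay system: mABHD4 protein; medium: HEPES pH 7.0, NaCl, Pluronic buffer; dosing: 8.92 µM, single dose; schedule: 45 min + 60 min at 25 °C; signal: FP readout, ex 525 nm / em 598 nm; read-out: normalized percent inhibition of probe labeling; repeats: single replicate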
UHRF1 binding – UHRF1 methylated DNA binding inhibitors, primary screen, counter-screen for MBD2 inhibitor project, biochemical, TR-FRET, human UHRF1, single concentration. E3 ubiquitin-protein ligase UHRF1 (Homo sapiens), Q96T88. UHRF1 binding to methylated oligo. inhibition, % at 4.4 µM. 370,000 compounds, 0.75% hits; in the data active means inhibition above about 21%;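 further: UHRF1 SRA domain binding a hemimethylated CpG hairpin DNA probe; 0% = median of test compound wells and 100% = reference inhibitor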
TCR-CD3 inh – inhibitors of human TCR-CD3 interaction, primary screen, biochemical, fluorescence, TAMRA-labeled TCR probe; AID 651800, 2012; T-cell receptor (TCR); 360,000 compounds, 0.37% hits; inhibition, % at 9.4 µM; in the data active means inhibition above about 19%;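 further: recombinant mutant TCR 2C K166C tagged with TAMRA read by polarization; 0% = receptor in buffer alone and 100% = receptor with positive control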
LEDGF integ inh – blockers of LEDGF/p75-dependent integrase strand transfer – biochemical, TR-FRET, high throughput, primary screen | inhibition, % at 3.7 µM | HIV-1 integrase (with human LEDGF/p75) | TR-FRET IN-LEDGF/p75 DNA integration, Eu/Cy5 | 370,000 compounds, 0.64% hits;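 active means inhibition above the screen-wide mean plus 3 SD, cut at about 13% in these data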;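 further: signal is the Cy5 over europium emission ratio at 671 and 618 nm; 0% = plate median of compound wells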
PRMT1 FP inh – PRMT1 methyltransferase inhibitors, primary screen, biochemical, fluorescence polarization; Protein arginine N-methyltransferase 1 (Homo sapiens), Q99873; recombinant PRMT1, activity-based probe fluorescence polarization; inhibition, % at 2.79 µM; 370,000 compounds, 1.3% hits;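 active means inhibition above about 21% made by adding two undisclosed values, limit read from the data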
Target sequence (Q99873 whole entry, looked up): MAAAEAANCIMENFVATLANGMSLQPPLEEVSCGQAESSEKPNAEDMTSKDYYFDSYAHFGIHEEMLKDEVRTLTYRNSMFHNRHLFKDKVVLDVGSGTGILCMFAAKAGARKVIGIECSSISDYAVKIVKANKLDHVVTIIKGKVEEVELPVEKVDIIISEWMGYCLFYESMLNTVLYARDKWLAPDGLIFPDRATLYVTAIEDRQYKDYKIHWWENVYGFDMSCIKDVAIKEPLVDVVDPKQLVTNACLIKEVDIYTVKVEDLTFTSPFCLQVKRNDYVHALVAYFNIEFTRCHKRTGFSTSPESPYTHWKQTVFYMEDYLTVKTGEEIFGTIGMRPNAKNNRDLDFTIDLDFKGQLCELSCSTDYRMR
An asterisk follows results filed as active; i = inactive; . = no result given; & = joins results of further samples.

SMILES	MBD2 inh	Rev-erbA mod	PG9 binder	HTRA1 inh	rCAG RNA binder	mABHD4 FP	UHRF1 binding	TCR-CD3 inh	LEDGF integ inh	PRMT1 FP inh
Cc1cc(C)c(NC(=O)C[N+](C)(C)CC(O)COc2cccc3ccccc23)c(C)c1 (stereo not given)	-4	6	-2.1	15	6	19	-2	1	4	0
NS(=O)(=O)c1ccc(S(=O)(=O)N2CCCC2)cc1	-4	-3	-0.9	0	1	3	-1	10	1	-1
Cc1ccc(C)c(N2CCN(C(=O)C3CCCN(S(=O)(=O)c4c(C)noc4C)C3)CC2)c1 (stereo not given)	1	1	-0.6	1	0	2	8	-6	1	-2
COc1ccc(NC(=O)C2=C(C)NC(=O)NC2c2ccccc2[N+](=O)[O-])cc1 (stereo not given)	8	-4	0.6	3	4	0	10	5	-4	-1
CCSC1=C(C#N)C2(CCCCC2)C2=C(CC(C)(C)CC2=O)N1	-1	22*	-0.4	-3	-4	-7	2	0	-1	-4
CC1=C(C(=O)N(C(C)C)C(C)C)CC(CC(=O)NC2CCCCC2)C(=O)N1Cc1ccc(F)cc1 (stereo not given)	-3	0	-0.8	.	-1	5	1	1	4	2
Cc1ccc2[nH]c(=O)c3cc(C(=O)NC(C)C)sc3c2c1	1	7	0.9	-21	7	3	1	7	-4	-1
O=C(COc1cc(O)c2c(=O)cc(-c3ccccc3)oc2c1)c1ccccc1	2	-5	1.6	-7	5	-1	0	5	-1	0
Cc1oc(-c2cccc(C(F)(F)F)c2)nc1CN1CCN(c2ccccn2)CC1	1	-1	-1.5	-1	-9	-2	1	7	4	0
COC(=O)CNC(=O)C(Cc1ccccc1)NS(=O)(=O)c1ccc2c(c1)c(=O)n(C)c(=O)n2C (stereo not given)	-1	0	-1.5	-2	-3	5	4	3	2	0
CCN(C(=O)COC(=O)C1CC1C)c1c(N)n(Cc2ccccc2)c(=O)[nH]c1=O (stereo not given)	1	-3	0.1	5	0	-4	-2	7	5	-3
CC(=O)Nc1ccc(NC(=O)COC(=O)c2ccco2)cc1	-4	-3	-0.3	3	4	4	-3	6	-6	-1
COc1cccc(CN(C(=O)COc2ccc(Cl)cc2)C2CCS(=O)(=O)C2)c1 (stereo not given)	-2	-1	-2.5	-9	-3	-10	1	5	1	-4
Cc1ccc(CN2CCC(C(=O)c3ccc(F)cc3)CC2)cc1	3	1	1.2	-7	2	-4	3	-3	-3	2
Cc1cc(NC(=O)c2cccc(N3C(=O)CCC3=O)c2)no1	2	2	-1.0	5	-2	3	0	-2	-1	-1
Cc1ccc(N=C2NC(=O)c3cc([N+](=O)[O-])ccc32)cc1	0	-3	-0.8	-1	1	4	-3	3	2	-2
O=C(COC(=O)c1cc(S(=O)(=O)N2CCCCC2)ccc1N1CCOCC1)c1ccc(F)cc1	-1	5	2.1	-20	2	-9	6	-6	2	6
COC(=O)[C@@H]1C[C@@]2(O)[C@@H](O)[C@@H](O)[C@@H](O)C[C@H]2N1CC1CCCCC1	1	-5	-2.7	-5	-2	6	0	0	1	-2
COc1cc(C=O)ccc1OCCOCCOc1ccccc1Cl	-6	-4	-3.1	-9	-4	0	-4	4	0	-1
Cc1ccc2c(C)c(C(=O)N3CCC(O)(c4ccccc4)CC3)oc2c1C	7	0	3.1	-17	-1	-19	3	-8	4	2
CCC(C(=O)NC1CCCC1)N(C(=O)c1snc(C(N)=O)c1N)c1ccc(OC)cc1 (stereo not given)	-5	18*	34*	8	-1	1	-3	9	2	-1
CC(=O)c1cccc(NC(=O)CC2Oc3ccc(C)cc3NC2=O)c1 (stereo not given)	4	2	0.3	-8	11	5	3	7	3	-4
CC(=O)c1c(C)n(-c2ccc(Cl)cc2)c2ccc(O)cc12	-4	2	-1.1	4	-1	-4	-3	11	0	-4
Cc1csc(SCC(=O)NCCc2ccc(Cl)cc2Cl)n1	-1	5	-0.2	-5	-1	-5	1	1	1	-4
Cc1nc(S(=O)(=O)c2ccc(Cl)cc2)c(N(C)C)o1	2	-6	-1.2	-1	1	1	8	-3	-3	1

Continued.
SMILES	MBD2 inh	Rev-erbA mod	PG9 binder	HTRA1 inh	rCAG RNA binder	mABHD4 FP	UHRF1 binding	TCR-CD3 inh	LEDGF integ inh	PRMT1 FP inh
CCOC(=O)NN=C1c2ccccc2-c2ccccc21	-4	1	-2.5	-8	-2	-7	-3	-4	0	5
O=C(NCC1CCCN1S(=O)(=O)c1cccs1)C(=O)Nc1ccc(F)cc1 (stereo not given)	0	0	0.4	-9	1	4	1	-6	-3	0
O=C(/C(=C/c1ccc(Cl)cc1)c1nc2ccccc2[nH]1)c1ccccc1	-6	0	0.5	-23	10	2	-4	8	1	-3
COc1cc(OC)c(-c2c3cc(O)c(=O)cc-3oc3cc(O)c(O)cc23)cc1OC	15*	-11	-11	-202	i	-192	-3	-90	84*	24*
Cc1cccc2c3c([nH]c12)CCN(C)C3	1	-1	-3.5	5	8	2	1	6	4	-3
O=C(CN1CCN(Cc2ccc3c(c2)OCO3)CC1)N1CCc2[nH]c3ccc(F)cc3c2C1	0	-1	-0.3	-3	-1	-3	-1	-2	-3	3
O=C(c1cc2cc(Cl)ccc2o1)N1CCCC1	-5	2	-1.4	3	0	-2	-1	-2	4	2
C(C#CCCCCCCCCC[n+]1ccccc1)#CCCCCCCCCC[n+]1ccccc1	-2	-1	.	30&21	8	15	-2	.	-7	-1
CCn1cc(/C=N\NC(=O)C2(C)CC2(Cl)Cl)c(C)n1 (stereo not given)	4	1	-0.5	1	1	6	1	6	2	0
O=S(=O)(NCc1ccccn1)c1ccc(Cl)c(C(F)(F)F)c1	-8	4	-1.8	-2	-5	5	2	-1	0	-1
Cn1c(=O)[nH]c2cc(Cl)cnc21	2	-2	-1.8	10	-10	0	-3	5	1	6
COc1ccc(C2=Nn3c(nnc3-c3cc(C)[nH]n3)SC2)cc1	1	-2	0.1	6	-2	0	3	-10	3	-3
COc1ccc(C2C(C#N)=C(N)N(c3ccccc3C#N)C3=C2C(=O)CCC3)cc1CN1CCCC1 (stereo not given)	3	12	0.5	3	7	-2	0	-4	-1	2
O=C(NCCCN1CCOCC1)C(=O)N/N=C/c1ccccc1	1	4	-2.6	-3	-2	0	-1	-1	-1	-2
COC(=O)C/C=C/N(Cc1ccccc1OC)S(=O)(=O)CCl	-3	1	1.0	4	2	-4	2	3	3	-1
O=C(Cn1c(CO)nc2ccccc21)Nc1cc(C(F)(F)F)ccc1N1CCOCC1	-3	-4	-1.1	-6	-4	-5	4	-5	1	0
CC(C)OCCCNC(=O)CNC(=O)c1cccs1	1	-3	-1.4	5	-2	2	2	1	-1	1
O=C(NC1CCCCNC1=O)c1ccc(Cl)cc1 (stereo not given)	-4	-6	-2.1	0	2	7	-4	6	-1	-2
O=C(CS(=O)(=O)c1ccc(Cl)cc1)N1CCN(c2ccccc2)CC1	1	6	2.0	6	2	4	0	-2	2	-4
COc1cc(NC(=S)NC(=O)c2ccccc2F)ccc1NC(=O)c1cccs1	-3	5	-0.8	-21	5	-11	-2	5	4	-4
CCC(C)NC(=O)c1c(F)c(F)c(F)c(F)c1F (stereo not given)	2	-1	1.1	8	-3	0	-3	0	0	-3
COc1ccc(/C=C/C(=O)Nc2cc(S(=O)(=O)N3CCCCC3)ccc2N2CCCCC2)cc1OC	-1	-1	-2.4	3	3	-6	-1	4	5	0
NC(=O)NC(CC(=O)N1CCc2ccccc2C1)c1ccc(Cl)cc1 (stereo not given)	4	2	0.2	8	1	-1	0	-7	-1	3
Cc1cc(C)nc(N2CCCC(C(=O)NCC(c3ccccc3)c3ccccc3)C2)n1 (stereo not given)	3	9	7.9	-6	-2	-10	0	-6	-2	1
O=C(Nc1ccc(F)cc1)OCc1cn(Cc2ccc(Cl)cc2)nn1	-4	-3	.	.	2	-12	-1	.	3	0
Cc1ccc(-c2c(C(=O)O)c(C(=O)O)c3n2CSC3)cc1	-4	3	-1.5	7	7	5	2	8	14*	24*
CCN(C(=O)c1cc(Cl)ccc1OC)c1ccccc1	2	1	1.4	-1	-1	-4	4	-8	0	1

Single entries from the entries so far:
Rev-erbA mod with COc1ccc(/C=C/C(=O)Nc2cc(S(=O)(=O)N3CCCCC3)ccc2N2CCCCC2)cc1OC : -1
TCR-CD3 inh with CCOC(=O)NN=C1c2ccccc2-c2ccccc21 : -4

Nothing new here: entries from further up.
SMILES	MBD2 inh	Rev-erbA mod	PG9 binder	HTRA1 inh	rCAG RNA binder	mABHD4 FP	UHRF1 binding	TCR-CD3 inh	LEDGF integ inh	PRMT1 FP inh
COc1cc(NC(=S)NC(=O)c2ccccc2F)ccc1NC(=O)c1cccs1	-3	5	-0.8	-21	5	-11	-2	5	4	-4
CCC(C)NC(=O)c1c(F)c(F)c(F)c(F)c1F (stereo not given)	2	-1	1.1	8	-3	0	-3	0	0	-3
COc1ccc(/C=C/C(=O)Nc2cc(S(=O)(=O)N3CCCCC3)ccc2N2CCCCC2)cc1OC	-1	-1	-2.4	3	3	-6	-1	4	5	0
NC(=O)NC(CC(=O)N1CCc2ccccc2C1)c1ccc(Cl)cc1 (stereo not given)	4	2	0.2	8	1	-1	0	-7	-1	3
Cc1cc(C)nc(N2CCCC(C(=O)NCC(c3ccccc3)c3ccccc3)C2)n1 (stereo not given)	3	9	7.9	-6	-2	-10	0	-6	-2	1

From PubChem

The list is partial. The share of hits here may be higher or lower than overall.
